IMPase Li cell – qHTS Assay for Identifying the Cell-Membrane Permeable IMPase Inhibitors: Potentiation with Lithium; CHO-M1 cells, IP1 TR-FRET (IP-One), carbachol + lithium; AID 1457, 2008; Potency, µM (series often up to 59.4 µM), inactives show at the top dose activity, negative = IMPase inhibition, most hits filed as inhibitors; actives 0.35% (n = 210,000);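 further: IP1 builds up when IMPase is blocked and the TR-FRET signal falls; potency means the concentration at half of the fitted maximal effect; plate controls were basal vehicle for no effect and high inhibitor control for full effect; nearly all actives have a fitted effect of over 50% in size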
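Test compounds were applied to CHO-M1 cells previously cultured for 16–30 h at 2000 per well. A small lithium amount accompanied them; after 30 min at 37C, IP1 was quantified by TR-FRET.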
CBFb-RUNX1 inh – qHTS Assay for Compounds Blocking the Interaction Between CBF-beta and RUNX1 for the Treatment of Acute Myeloid Leukemia; AlphaScreen CBFb-His/RUNX1-biotin binding, biochemical; Potency, µM (series often up to 59.8 µM), inactives show at the top dose activity, negative = inhibition, most hits filed as inhibitors; 230,000 tested, under 10 active; further: % of control where 0% means no effect
Target sequence (Q01196 whole entry, looked up): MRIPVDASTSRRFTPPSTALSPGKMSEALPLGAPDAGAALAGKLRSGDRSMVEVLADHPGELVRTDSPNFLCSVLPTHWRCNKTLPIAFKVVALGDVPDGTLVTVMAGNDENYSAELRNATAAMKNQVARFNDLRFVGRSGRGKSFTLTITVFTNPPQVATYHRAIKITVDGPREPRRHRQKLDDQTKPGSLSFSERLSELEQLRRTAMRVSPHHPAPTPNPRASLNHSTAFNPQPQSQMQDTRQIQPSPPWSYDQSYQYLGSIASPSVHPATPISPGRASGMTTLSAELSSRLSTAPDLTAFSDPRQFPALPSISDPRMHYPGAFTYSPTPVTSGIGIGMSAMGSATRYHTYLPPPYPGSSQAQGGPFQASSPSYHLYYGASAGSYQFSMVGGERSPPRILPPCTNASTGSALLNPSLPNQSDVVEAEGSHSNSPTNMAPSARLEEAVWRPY
Target sequence (Q13951 whole entry, looked up): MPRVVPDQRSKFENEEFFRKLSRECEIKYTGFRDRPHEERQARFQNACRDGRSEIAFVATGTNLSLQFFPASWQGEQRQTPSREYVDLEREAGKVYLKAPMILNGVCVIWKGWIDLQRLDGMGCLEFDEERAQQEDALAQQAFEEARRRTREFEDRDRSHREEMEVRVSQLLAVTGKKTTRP
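CBFb-His/RUNX1-biotin, 30 nM each, preincubated 20 min RT; compound 15 min RT; Ni + streptavidin beads 50 ng each, 90 min RT; AlphaScreen read.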
HTT aggregate – qHTS Multiplex Assay to Identify Dual Action Probes in a Cell Model of Huntington: Aggregate Formation (GFP); PC12 HttQ103-GFP aggregates, Acumen cytometry, 40 h; Potency, µM (doses to about 46.1 µM), without a hit: at the highest dose activity change, negative = inhibition, hits mostly inhibitors; actives 1.1% (n = 220,000); further: potency means the concentration at half of the fitted maximal effect; on the % scale 0 is the no-effect control and ±100 the full control effect; nearly all actives have a fitted effect of over 60% in size
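Steps: seed 1500 PC12 HTTQ103-GFP cells/well; add tebufenozide, 100 nM final; add compound titration; add ATPLite reagent; quantify GFP aggregates by laser scanning cytometry.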
SMN2 splice enh – qHTS Assay for Enhancers of SMN2 Splice Variant Expression | HEK293 SMN2-luciferase splicing reporter, luminescence, 30-36 h | Potency, µM (doses to about 46.1 µM), inactives show top-dose activity change, positive = activation, usual class: activators | actives 2.8% (n = 210,000); further: potency means the concentration at half of the fitted maximal effect; % of control where 0% means no effect; nearly all actives have a fitted effect of over 55% in size
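HEK293 cells carry an SMN2 […]–luciferase reporter in which exon 7 inclusion puts luciferase in frame. Cells were plated 10-12 h before compound addition, then incubated 30-36 h at 37C. ONE-Glo luminescence was read; sodium butyrate at 4.5 mM final served as control.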
LMNA splice mod – qHTS Assay for Modulators of Lamin A Splicing; HeLa LMNA splicing GFP/RFP minigene ratio, 48 h; Potency, µM (series often up to 46.1 µM), for the others: top-dose ratio change, negative = inhibition, most hits filed as inhibitors; actives 0.01% (n = 200,000); AID 1487, 2009; active means well fitted inhibition curve with a large enough effect in the signal ratio, with a control signal flat, not every such curve was filed as active; inconclusive means small, poorly fitted or top-dose-only effect, or effect the other way, or a change in a side signal; the % refers to the signal ratio; further: potency means the concentration at half of the fitted maximal effect; on the % scale 0 is the no-effect control and ±100 the full control effect
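S3 HeLa cells stably expressing lamin A-EGFP splicing minigene plus DsRed2, 600 cells/well, 48 h compound exposure at 37C. Laser-scanning cytometry; analysed as GFP (500-530 nm)/RFP (575-640 nm) total intensity ratio; 0.5% DMSO vehicle.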
HTT cytoprotect – qHTS Multiplex Assay to Identify Dual Action Probes in a Cell Model of Huntington: Cytoprotection (ATP); PC12 HTT-Q103 induced, cytoprotection, ATP luminescence, 40 h; Potency, µM (highest dose often 56.4 µM), inactives show cytoprotection (ATP increase), most hits filed as activators; actives 0.14% (n = 230,000);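 further: potency means the concentration at half of the fitted maximal effect; % of control where 0% means no effect; nearly all actives have a fitted effect of over 45% in size; toxic huntingtin expression switched on by the ecdysone agonist tebufenozide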
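Quantitative HTS on tebufenozide-induced (100 nM) PC12 cells expressing HTTQ103 exon 1–GFP; compounds tested as a concentration series; survival measured via cellular ATP.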
Luc counter – Counterscreen for Luciferase (Kinase-Glo TM) Inhibition; Kinase-Glo luciferase, ATP luminescence, 8 min; Luciferin 4-monooxygenase (Photuris pensylvanica), Q27757; AID 1379, 2008; actives 0.28% (n = 200,000); Potency, µM (doses to about 38.3 µM), for inactives: top-dose activity change, negative = inhibition, usual class: inhibitors; further: potency means the concentration at half of the fitted maximal effect; on the % scale 0 is the no-effect control and ±100 the full control effect; nearly all actives have a fitted effect of over 60% in size
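Recombinant Kinase-Glo luciferase, 10 uM ATP (linear range), luciferin; imidazole pH 7.2 / KCl / MgCl2 / Tween / BSA buffer; 8 min RT; luminescence.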
* hit, by the source's call; ? = inconclusive; · = no result given; [ ] = dose if it differs, or a comment. Unless noted, the call rests on the fitted dose curve; in most records, active means well fitted curve in the direction sought with a large enough effect; inconclusive means small, poorly fitted or top-dose-only effect, or another doubt; inactive means no such curve, though single readings can be large; an effect the other way counts as inactive or inconclusive.

mol	IMPase Li cell	CBFb-RUNX1 inh	HTT aggregate	SMN2 splice enh	LMNA splice mod	HTT cytoprotect	Luc counter
Cc1ncoc1C(=O)N1CCCC(C(=O)c2ccc(-c3ccccc3)c(F)c2)C1 (stereo not given)	16%	-2%	?	·	?	-28%	3%
CCNc1nc(-c2ccc(OC(F)F)cc2)c(C)s1	7%	-13%	-10%	·	·	-12%	·
Cc1nc2nc(C)n(-c3ccccc3)c2s1	-1%[38.3 µM]	2%	2%	8%	13%	9%	12%
COc1nc2ccc(C)cc2cc1-c1noc(-c2cccnc2)n1	37%[38.3 µM]	5%	-12%	-11%	1%	-9%	1%
CC(NC(=O)C1CCCCC1)C(c1cccs1)N1CCN(C)CC1 (stereo not given)	·	15%	-10%[9.22 µM]	·	·	9%[10 µM]	·
Cn1c(C(=O)NC2CCCCC2)cc2c(=O)n(C)c3ccccc3c21	2%[38.3 µM]	-1%	8%	-4%	-1%	1%	15%
O=C1C(CCC(O)c2ccc(F)cc2)C(c2ccc(O)cc2)N1c1ccc(F)cc1 (stereo not given)	3%	·	-9%	2%	?	-21%	0%
Nc1cc(=O)[nH]c(SCC(=O)Nc2cccc(Cl)c2Cl)n1	6%	24%	-11%	-34%[inhibitor]	·	-14%	1%
COc1ccc(-c2noc(Cc3cccs3)n2)cc1	30%[38.3 µM]	25%	-9%	17%	?	-5%	-5%
NC(=O)c1ncc(C(F)(F)F)cc1Oc1ccc(C(F)(F)F)cc1	24%[38.3 µM]	-1%	19%	-3%	-1%	6%	-4%
Cc1cccc(NC(=O)CN2C(=O)N/C(=C/c3cc(C)n(C)c3C)C2=O)c1	2%	-11%	4%	4%	-16%[9.22 µM]	-17%	-8%
CCOC(=O)c1cccc(NS(=O)(=O)c2cnc[nH]2)c1	29%[38.3 µM]	-5%	-12%	1%	6%	10%	-1%
CC(=O)/C(=N\Nc1ccccc1)Oc1ccc([N+](=O)[O-])cc1	24%	?	-4%	-10%	5%	15%[10 µM]	3%
COc1ccccc1-n1c(=O)c2c3c(sc2n2c(=S)[nH]nc12)CCC3	-1%	-8%	6%[9.22 µM]	-17%	9%[46 µM]	16%[10 µM]	3%
CC(C)CCNC(=O)C(c1ccco1)N(Cc1ccccc1)C(=O)c1snc(C(N)=O)c1N (stereo not given)	16%[38.3 µM]	-2%	29%	0%	-2%	-5%	-3%
Cc1ccc(NC(=O)CN(C)C(=O)c2cc3ccccc3o2)cc1	-5%	1%	25%	8%	-21%[46 µM]	-25%[10 µM]	1%
COc1cccc(S(=O)(=O)Nc2ccc(C(=O)N3CCN(C(=O)c4ccco4)CC3)cc2)c1	1%	-14%	-31%	-33%[inhibitor]	?	17%[10 µM]	-1%
O=c1cc(C(F)(F)C(F)F)oc2ccccc12	-7%[38.3 µM]	1%	10%	17%	4%	-4%[10 µM]	-3%
O=C(CCN1CCc2ccccc2C1)Nc1cccc(F)c1	13%[38.3 µM]	7%	-8%	-10%	15%	-7%[10 µM]	-4%
COc1ccc(CNC(=O)CN(Cc2ccccc2)S(=O)(=O)c2ccc(Cl)cc2)cc1	43%[activator][38.3 µM]	-1%	?	-36%	-19%	-19%	16%
Cn1nccc1C(=O)NCCN1C(=O)OC(C)(C)C1(C)O (stereo not given)	6%[38.3 µM]	6%	10%	5%	3%	12%	4%
CCOC(=O)C1(CC2CC2)CCN(Cc2cc(Cl)c(O)c(OC)c2)CC1	14%	-4%	8%[9.22 µM]	·	-22%[46 µM]	10%[10 µM]	-1%
O=C(O)C1=C[C@@H](c2coc3ccccc3c2=O)C[C@@H](OCc2ccc(CO)cc2)O1	-1%	7%	2%[9.22 µM]	·	·	16%[10 µM]	·
C=CCn1c(N)cc(=O)nc1SCC(=O)Nc1ccccc1	0%[38.3 µM]	-13%	-2%	3%	1%	-16%[10 µM]	-1%
COC(=O)CCCC(=O)Nc1c(F)c(F)c(F)c(F)c1F	1%[38.3 µM]	1%	15%	25%	7%	20%	1%
Cn1cccc1C(=O)NC(=O)COC(=O)c1ccc(O)cc1	24%[38.3 µM]	-2%	-1%	-9%	12%	-6%	-2%
OCC1(Cc2ccccc2)CCN(Cc2ccc(C(F)(F)F)cc2)CC1	7%	7%	-5%	·	·	-21%	1%
Cc1cc(C(=O)OCC(=O)c2c(N)n(C)c(=O)n(C)c2=O)c(C)o1	17%[38.3 µM]	1%	-3%	11%	2%	7%	1%
CN(Cc1ccccc1)C(=O)C1CCN(S(C)(=O)=O)CC1	6%	8%	25%[9.22 µM]	7%	·	40%[10 µM]	-2%
CCOC(=O)C1=C(O)/C(=C\c2ccc(CNC(=O)C(=O)Nc3ccc(C)c(C)c3)o2)N=C1C	30%[activator][38.3 µM]	-8%	9%[1.84 µM]	-4%	9%	-6%	7%

Taken from the results shown for reference:
mol	IMPase Li cell	CBFb-RUNX1 inh	HTT aggregate	SMN2 splice enh	LMNA splice mod	HTT cytoprotect	Luc counter
Cc1ccc(NC(=O)CN(C)C(=O)c2cc3ccccc3o2)cc1	-5%	1%	25%	8%	-21%[46 µM]	-25%[10 µM]	1%
COc1cccc(S(=O)(=O)Nc2ccc(C(=O)N3CCN(C(=O)c4ccco4)CC3)cc2)c1	1%	-14%	-31%	-33%[inhibitor]	?	17%[10 µM]	-1%
O=c1cc(C(F)(F)C(F)F)oc2ccccc12	-7%[38.3 µM]	1%	10%	17%	4%	-4%[10 µM]	-3%
O=C(CCN1CCc2ccccc2C1)Nc1cccc(F)c1	13%[38.3 µM]	7%	-8%	-10%	15%	-7%[10 µM]	-4%
COc1ccc(CNC(=O)CN(Cc2ccccc2)S(=O)(=O)c2ccc(Cl)cc2)cc1	43%[activator][38.3 µM]	-1%	?	-36%	-19%	-19%	16%
Cn1nccc1C(=O)NCCN1C(=O)OC(C)(C)C1(C)O (stereo not given)	6%[38.3 µM]	6%	10%	5%	3%	12%	4%
CCOC(=O)C1(CC2CC2)CCN(Cc2cc(Cl)c(O)c(OC)c2)CC1	14%	-4%	8%[9.22 µM]	·	-22%[46 µM]	10%[10 µM]	-1%
O=C(O)C1=C[C@@H](c2coc3ccccc3c2=O)C[C@@H](OCc2ccc(CO)cc2)O1	-1%	7%	2%[9.22 µM]	·	·	16%[10 µM]	·

The list goes on.
mol	IMPase Li cell	CBFb-RUNX1 inh	HTT aggregate	SMN2 splice enh	LMNA splice mod	HTT cytoprotect	Luc counter
COc1ccc(N(CC(=O)NCCC2=CCCCC2)S(=O)(=O)c2ccccc2)c(OC)c1	21%	-2%	1%[9.22 µM]	-1%	11%[46 µM]	-78%[inhibitor]	0%
Cc1cc(C)n2nc(SCC(=O)N(C)c3ccccc3)nc2n1	11%[38.3 µM]	1%	-10%	1%	-3%	3%[10 µM]	-1%
Cn1cccc1/C=N/NC(=O)Cc1cccs1	·	-12%	-6%[9.22 µM]	·	·	8%[10 µM]	·
COc1cc(C(=O)OC(C)CN2CCCC2)cc(OC)c1OC (stereo not given)	14%[38.3 µM]	7%	-1%	17%	-2%	-11%[10 µM]	-2%
O=C(O)c1cccc(NC2=Nc3cccc4cccc2c34)c1	·	5%	3%[9.22 µM]	·	·	2%[10 µM]	·
C=CCNc1nc2c(c(=O)n(C)c(=O)n2C)n1CCCCCC	21%[38.3 µM]	2%	?	-71%[inhibitor]	?	-42%[10 µM]	0%
CC1(C)CC(=O)c2c(n(S(=O)(=O)c3ccccc3)c3ccc(NS(=O)(=O)c4ccccc4)cc23)C1	-3%	-2%	-3%	0%	1%	4%[10 µM]	-1%
O=C(NCc1ccccc1)C1CCN(S(=O)(=O)c2cc([N+](=O)[O-])ccc2Cl)CC1	6%	-8%	21%	4%	-1%	-4%[10 µM]	1%
O=C(NC1CC2CCCC(C1)N2Cc1cccs1)c1ccc([N+](=O)[O-])cc1 (stereo not given)	22%	7%	19%	4%	3%[46 µM]	4%[10 µM]	3%
COc1ccc([N+](=O)[O-])cc1NC(=O)C(C)OC(=O)C1c2ccccc2Oc2ccccc21 (stereo not given)	3%	-3%	12%	-5%	2%	3%[1.9 µM]	3%
CC1(C)CC(=O)C=C(Nc2ccccc2O)C1	-15%[38.3 µM]	5%	4%	-11%	-2%	-15%	-1%
CCC(=O)Nc1ccc2oc(-c3cccc(C)c3)nc2c1	27%[38.3 µM]	7%	4%	0.5µM*	15%	-68%[inhibitor]	-11%
Cc1cc(C)c2c(N)c3ccccc3nc2n1	36%[activator][38.3 µM]	0%	-13%	-31%[inhibitor]	?	-85%[inhibitor]	3%
COc1cccc(CN(C)C(=O)CCc2nnc(-c3ccsc3)o2)c1	18%	4%	21%[9.22 µM]	·	·	7%[10 µM]	-3%
O=C(c1ccc(Cl)cc1)N1CCN(C(=O)c2ccco2)CC1	5%[38.3 µM]	5%	-5%	-6%	-4%	-14%	-1%
C=CCn1cnc2c(c1=O)c1nc3ccccc3nc1n2/N=C/c1cccc(OC)c1	38%[activator][38.3 µM]	0%	-24%	22%	?	-14%	-5%
O=C(NCC(=O)N(c1ccccc1)C(C(=O)NC1CCCC1)c1cccnc1)c1cccs1 (stereo not given)	-5%[38.3 µM]	2%	-5%	-10%	1%	36%	-1%
COC(=O)c1sc2cc(C(F)(F)F)cnc2c1-c1ccccn1	-2%	10%	-6%[9.22 µM]	·	·	9%[10 µM]	·

From PubChem
